Bioassay records: PubChem BioAssay, several laboratories
MITF act = activators of MITF-driven TRPM1 promoter activity in SK-MEL-5 cells | SK-MEL-5 TRPM1-promoter luciferase, 24 h; % of positive control, neutral wells = 0 | activation, % at 12.5 µM | 300,000 compounds, 0.75% hits | AID 588334;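 active = mean activation of at least 80% with every replicate also reaching 80%; inconclusive = mean reaches 80% but some replicate falls short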;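 also: 0% = neutral control wells and 100% = parthenolide positive control wells; values of inactives mirror those of a sister screen read the other way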
dFosB activator = enhances mouse delta FosB homodimer DNA binding; P13346; purified delta FosB, TAMRA-CDK5 oligo fluorescence polarization; percent of positive-control signal above neutral wells; activation, % at 25 µM; 340,000 compounds, 0.99% hits; AID 493131;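 active = mean activation above about 17%, with every replicate also reaching it, limit read from the data, passing the limit was not always enough; inconclusive = only one of the two conditions met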;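 also: fluorescence polarization rise as delta FosB binds a TAMRA Cdk5 AP-1 oligo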
Target sequence (P13346 whole entry, looked up): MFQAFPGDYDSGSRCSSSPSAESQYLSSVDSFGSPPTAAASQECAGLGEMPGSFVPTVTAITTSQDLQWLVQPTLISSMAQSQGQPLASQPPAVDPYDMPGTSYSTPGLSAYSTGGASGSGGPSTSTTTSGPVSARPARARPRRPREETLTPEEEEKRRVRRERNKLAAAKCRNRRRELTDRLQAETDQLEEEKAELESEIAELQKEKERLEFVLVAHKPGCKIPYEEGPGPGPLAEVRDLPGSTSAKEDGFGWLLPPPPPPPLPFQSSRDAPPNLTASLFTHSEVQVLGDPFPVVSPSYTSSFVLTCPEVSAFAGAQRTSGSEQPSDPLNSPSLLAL
HTR5A ag = HTR5A agonism, opioid heterodimer counter-screen | P47898 | HTR5A agonist assay, luminescence, cell-based | activation, % at 9.3 µM | 340,000 compounds, 0.61% hits | AID 504692; in the data active = activation mostly above about 9.5%, no sharp cut-off; inactive = mostly below about 7.6%;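 also: 0% = cells with vehicle only and 100% = reference agonist; strong numbers were not always called active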
V-ATPase pHluor = alters yeast V-ATPase proton transport | response, % at 10 µM | S. cerevisiae, pHLuorin cytosolic pH fluorescence | AID 504577 | 350,000 compounds, 0.37% hits; in the data active = response mostly above about 7.3%, no sharp cut-off; inactive = mostly below about 5.4%; also: actives read high; inactives centre near 0; some compounds called inactive have numbers as strong as hits; reference of the scale not given here
CDK5 inh = CDK5/p35 (human) kinase inhibition; AID 488839; Recombinant CDK5/p35, ADP-Glo luminescence, 60 min; Q00535+Q15078; 330,000 compounds, 0.01% hits; inhibition, % at 10 µM;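 active = highest replicate inhibition of at least 50% and at least 75% of replicates reaching 50%; inconclusive = only one of the two criteria met; inactive = both criteria failed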;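 also: plate controls were DMSO neutral control for no effect and GW8510 at 10 µM for full effect; many of its hits are not listed in these tables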
Target sequence (Q00535 whole entry, looked up): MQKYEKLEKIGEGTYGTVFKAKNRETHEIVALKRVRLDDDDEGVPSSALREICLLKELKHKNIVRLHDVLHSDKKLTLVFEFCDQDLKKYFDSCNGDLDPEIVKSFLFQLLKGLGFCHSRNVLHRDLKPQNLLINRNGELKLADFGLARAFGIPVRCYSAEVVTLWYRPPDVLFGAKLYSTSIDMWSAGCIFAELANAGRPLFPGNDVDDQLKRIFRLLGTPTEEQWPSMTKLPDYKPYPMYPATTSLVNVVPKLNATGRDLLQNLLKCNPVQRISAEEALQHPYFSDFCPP
Target sequence (Q15078 whole entry, looked up): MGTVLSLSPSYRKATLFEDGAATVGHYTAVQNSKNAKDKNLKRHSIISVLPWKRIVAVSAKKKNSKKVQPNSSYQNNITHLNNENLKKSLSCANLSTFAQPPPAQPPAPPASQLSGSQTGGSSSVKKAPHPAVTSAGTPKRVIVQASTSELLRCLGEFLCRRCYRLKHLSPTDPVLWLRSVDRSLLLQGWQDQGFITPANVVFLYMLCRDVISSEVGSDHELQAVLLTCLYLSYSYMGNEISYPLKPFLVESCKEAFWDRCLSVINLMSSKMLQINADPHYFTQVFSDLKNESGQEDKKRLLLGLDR
Wnt act = Wnt/beta-catenin pathway activation; 300,000 compounds, 1.2% hits; activation, % at 9.35 µM; Wnt/beta-catenin reporter cell assay, activator, plate reader; in the data active = activation above about 30%, passing the limit was not always enough; inconclusive = no clear call, values can overlap the other calls;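 also: 0% = neutral control wells and 100% = positive control wells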
SR-BI HDL uptake = blocks mouse SR-BI lipid uptake from DiI-HDL | Q61009 | ldlA[mSR-BI] CHO cells, DiI-HDL uptake fluorescence, 3 h | inhibition, % at 12.5 µM | 320,000 compounds, 0.96% hits;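 active = mean replicate inhibition of at least 70% and a set share of replicates each scoring 70 or more; inconclusive = meets just one of the two criteria; inactive = fails both criteria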;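 also: 0% = median of neutral control wells and 100% = median of positive control wells; values of inactives mirror those of a sister screen read the other way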
NSD2 HMT inh = inhibitors of human histone methyltransferase NSD2; NSD2 peptide methylation, AlphaScreen, 120 min; inhibition, % at 12.5 µM; 310,000 compounds, 0.54% hits; AID 743445; in the data active = inhibition above about 50%
PvdQ inh = P. aeruginosa PvdQ acylase inhibition | 340,000 compounds, 0.063% hits | inhibition, % at 10 µM | purified PvdQ acylase, fluorescence plate reader | AID 488965; in the data active = inhibition above about 30%, passing the limit was not always enough; inconclusive = no clear call, values can overlap the other calls;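 also: 0% = vehicle neutral wells and 100% = reference inhibitor wells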
HTR5A inv ag = HTR5A inverse agonism, opioid heterodimer counter-screen; P47898; HTR5A cell line, luminescence; inhibition, % at 9.3 µM; 340,000 compounds, 0.083% hits; AID 504634; in the data active = inhibition mostly above about 23%, no sharp cut-off; inactive = mostly below about 18%;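 also: 0% = cells with DMSO and 100% = no-cell wells with DMSO; some compounds called inactive have numbers as strong as hits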
* marks the source's active call; other numbers are inactive results; u = inconclusive; x = not tested or not shown; & = joins results of further samples. Rows were taken by chance; any-hit rate near 5%.

SMILES | MITF act | dFosB activator | HTR5A ag | V-ATPase pHluor | CDK5 inh | Wnt act | SR-BI HDL uptake | NSD2 HMT inh | PvdQ inh | HTR5A inv ag
CC(C)NC(=O)CN1CCC(c2ccccc2)C(O)C1 (centres undefined) | 13.2 | -3.9 | -5.2 | -3.8 | 0.0 | -0.7 | 4.0 | -3.5 | -4.6 | 13.6
CN(Cc1ccccc1)S(=O)(=O)c1ccc(Cl)c(C(=O)OCC(N)=O)c1 | -8.6 | 4.8 | 1.7 | -0.2 | 0.4 | -2.7 | -1.3 | 0.4 | -7.4 | -5.0
CCCCc1c(O)c2ccccc2[nH]c1=O | -10.2 | 1.5 | -3.1 | -6.8 | -5.9 | -1.3 | -17.8 | -1.0 | -8.8 | 8.3
O=C(CSc1nnc(CNC(=O)c2ccccc2F)o1)NCCc1ccccc1 | 3.1 | -10.2 | -2.0 | 0.6 | 2.0 | -1.9&-1.0 | -11.6 | -1.8 | -13.6 | -3.2
COC(=O)c1sc(NC(=S)NC(=O)c2ccccc2Cl)nc1C | 7.4 | 1.2 | -5.0 | 8.6 | 1.0 | u | 15.2 | -1.8 | -9.1 | 19.9
CN1CCN(c2nc(-c3ccccc3Cl)nc3ccccc23)CC1 | -2.7 | -14.4 | -2.7 | 0.1 | -1.1 | -0.2 | -17.2 | 14.4 | -8.9 | 10.3
Cc1cc(C(F)(F)F)c2c(C)nn(CCc3nn[nH]n3)c2n1 | -7.2 | -0.5 | 3.4 | -2.8 | 4.1 | x | -30.3 | 0.0 | -15.9 | -9.7
COc1ccc(C=CC(=O)c2ccc(OC)c(OC)c2O)cc1OC | 16.0 | -8.4 | 2.2 | 0.1 | -0.7 | -4.0 | 62.4 | 4.5 | -10.6 | -8.6
Oc1c(CN2CCOCC2)ccc2ccccc12 | -9.5 | -6.4 | 2.9 | 1.0 | -3.3 | -0.9 | -5.6 | -2.0 | -1.6 | -7.9
Cc1ccc2c(c1)C(c1ccc(O)cc1)(c1ccc(O)cc1)C(=O)N2C | -3.3 | -0.1 | 10.4* | 2.5 | -0.8 | -1.0 | -14.1 | -1.0 | 3.9 | -28.2
CCCCC(c1nnnn1C1CCCC1)N1CCN(C(=O)c2ccco2)CC1 (centres undefined) | 5.2 | 0.4 | 7.5 | -3.9 | -0.6 | -0.7 | x | 0.5 | -1.4 | -18.9
CCOC(=O)/C(=C/c1ccc(OC(F)F)cc1)C1=Nn2c(nnc2-c2ccc(Cl)cc2)SC1 | -95.1 | -8.5 | 8.4* | 6.4 | 0.6 | -9.4 | 39.5 | -0.2 | -1.5 | -34.4
Cc1ccc(NC(=O)CCc2ccc(C)o2)c(C)c1 | -4.0 | -10.8 | -4.3 | -1.7 | 1.7 | -1.4 | -2.9 | 6.4 | -16.4 | -0.1
Cc1c(Cl)cccc1NC(=S)NCCC(c1ccccc1)c1ccccc1 | -3.6 | -9.3 | -0.2 | 0.7 | -1.5 | x | 13.2 | -0.2 | -15.3 | -1.8
Cc1cc(C(=O)Nc2ccccc2)oc(=O)c1 | 38.8 | -4.8 | -2.7 | 2.5 | -2.0 | 20.3 | -10.6 | -1.4 | -16.0 | 6.9
COCc1nnc(NC(=O)C2CCN(C(=O)c3ccco3)CC2)s1 | x | -1.2 | 5.7 | -5.2 | 0.0 | 2.1 | x | -0.4 | -9.2 | -16.1
CCC(CC)C(=O)c1c[nH]c(C(=O)NCc2cccs2)c1 | 0.9 | 1.8 | 3.0 | 0.3 | 1.8 | -3.3 | -19.3 | -2.9 | -6.8 | 4.4
Cc1cc(C(=O)NCc2cccs2)no1 | 15.3 | 11.1 | 3.5 | 0.2 | 1.8 | x | -15.7 | 0.8 | 9.5 | -9.1
O=C1CC(NC(=O)C(F)(F)F)c2cc3c(cc21)OCO3 (centres undefined) | -3.1 | -1.5 | -2.2 | 4.3 | 0.6 | -1.3 | 4.4 | x | -15.5 | 6.2
O=c1ccnc2n1COCS2 | 4.8 | 3.3 | 4.4 | 1.8 | 1.3 | -1.9 | -10.9 | -2.7 | -10.9 | -11.4
CCCc1cc(CN2CCOCC2)c(O)c(CN2CCOCC2)c1O | -1.0 | -12.5 | -1.8 | -0.7 | -2.4 | 15.5 | -9.2 | 2.1 | -0.8 | 6.8
O=c1ncn(-c2cccc(F)c2)c2ncccc12 | -5.5 | 5.8 | -1.4 | -2.5 | 0.3 | x | -8.1 | -1.8 | -7.5 | 3.5
CC(CC(=O)c1ccc(F)cc1)N1CCN(c2ccccc2)CC1 (centres undefined) | 1.8 | -9.1 | 3.0 | 2.9 | 0.0 | -8.4 | -10.8 | 10.2 | -19.2 | -11.4
N/C(=N\OC(=O)c1ccc(=O)n(Cc2ccccc2)c1)c1ccccn1 | 9.1 | -6.7 | -4.3 | 2.1 | -1.1 | 0.1 | 0.6 | -1.1 | -1.5 | 27.1
OC(COc1ccc2c(c1)CCC2)Cn1cnc2ccccc21 (centres undefined) | 37.0 | -11.4 | 10.4 | -3.2 | -0.3 | -1.6 | 9.1 | 3.6 | -8.1 | 3.6

New compounds follow.
SMILES | MITF act | dFosB activator | HTR5A ag | V-ATPase pHluor | CDK5 inh | Wnt act | SR-BI HDL uptake | NSD2 HMT inh | PvdQ inh | HTR5A inv ag
CCCc1[nH]n(-c2ccc(F)cc2)c(=O)c1C=Nc1ccc(C)cc1 | -2.0 | -9.4 | 1.4 | 2.4 | 1.4 | x | 62.5 | -1.7 | -0.2 | -5.1
COc1ccc(NC(=O)c2cnc3ccccn3c2=O)c(OC)c1 | x | -4.5 | 3.9 | 4.4 | -3.3 | 20.4 | 8.9 | x | -14.7 | -11.3
O=C(C/C=N\OCc1ccc([N+](=O)[O-])cc1)Nc1ccc(Cl)cc1 | 2.0 | -0.7 | 0.5 | 1.0 | -1.2 | x | -10.2 | 28.7 | -3.1 | -1.3
CN1CCSc2ccc(C(=O)Nc3ccc(Cl)cc3)cc21 | u | -0.9 | 0.5 | 1.4 | -3.2 | 36.9* | x | -1.3 | 0.7 | -16.0
Cc1ccc(CN2C(=O)CSc3ccc(C(=O)NC4CC4)cc32)cc1 | -8.7 | -7.7 | -2.8 | -0.2 | 3.2 | -2.1 | 0.8 | -0.4 | -14.1 | -4.5
Cc1c(C(=O)NNS(=O)(=O)c2ccccc2Cl)sc(=S)n1C | 10.8 | -7.8 | 1.1 | -1.8 | -1.4 | -2.6 | 10.4 | 0.7 | -4.5 | -2.7
O=C1/C(=C/c2ccc([N+](=O)[O-])cc2)CCC1C1CCCC1 (centres undefined) | 12.8 | -2.4 | 3.6 | 3.5 | -0.2 | 5.2 | 0.0 | 4.1 | 10.8 | -12.8
COC(=O)C1=C(O)CSC1=Nc1ccccc1 | 10.5 | -6.2 | -1.2 | -4.2 | -0.9 | -0.5 | x | 2.7 | -10.4 | 3.0
Cc1noc(C(=O)NCc2ccco2)c1Cl | 2.4 | 0.8 | 0.9 | 3.1 | 0.5 | 0.1 | x | x | -12.6 | -2.4
NS(=O)(=O)c1ccc(N/N=C/c2cn(-c3ccccc3)nc2-c2cccs2)c([N+](=O)[O-])c1 | 6.3 | -11.8 | -2.5 | -1.7 | 3.7 | -4.2 | 103.8* | 33.4 | 5.4 | 0.5
Cc1cccnc1NC(=S)NC(=O)c1cncc(Br)c1 | 64.7 | -2.7 | -0.7 | -0.6 | 0.2 | 15.9 | 14.6 | 5.2 | -2.8 | -51.5
Cc1ccc(C(=O)Nc2ccc(NC(=O)c3ccco3)c(C)c2)cc1 | 91.4* | 0.6 | 6.2 | -2.2 | 1.0 | 12.6 | x | -1.9 | 4.3 | 7.3
O=C(CCS(=O)(=O)Cc1ccccc1F)NCCCN1CCCCC1 | 0.7 | -2.8 | 2.2 | 1.2 | 0.1 | -1.9 | -1.8 | -4.2 | -10.2 | -5.3
COC(=O)c1cc(=O)n(CCc2ccccc2)c(=Nc2ccc(F)cc2)s1 | x | -8.7 | 7.1 | -4.8 | 2.3 | -3.4 | 54.6 | x | -2.9 | -21.6
COc1ccc(N2CCN(CCNC(=O)Nc3ccc(C)cc3Cl)CC2)cc1 | -15.8 | 1.6 | -1.7 | -3.2 | -1.2 | 0.0 | 27.9 | -0.5 | -1.2 | 6.2
CSc1cccc(NC(=O)CN(Cc2ccc(Cl)cc2)S(C)(=O)=O)c1 | -9.4 | -1.5 | 1.7 | 3.3 | -0.4 | x | -4.0 | -8.8 | -6.8 | -5.6
Cc1ccccc1C(=O)NNC(=S)NC(=O)COc1ccccc1 | 5.2 | -3.8 | -1.3 | -3.7 | 0.5 | 3.2 | -5.7 | -3.5 | 0.6 | 6.1
COc1cccc(Nc2nc3cc(OC)ccc3cc2C#N)c1 | -5.4 | 9.2 | 5.8 | 5.0 | -0.5 | 4.4 | 45.2 | -1.3 | -5.2 | 10.5
COc1ccccc1NC(=O)c1ccc(NC(=O)CN2CCCCC2)cc1 | 3.9 | -9.0 | 1.6 | 3.6 | -0.6 | 1.6 | 14.1 | -2.4 | -4.3 | -6.6
COC(=O)c1sc(S(=O)(=O)Nc2ccc(C)cc2)c(C(=O)OC)c1C | 14.0 | -6.8 | -0.6 | -1.6 | -0.6 | -5.2 | -24.3 | 0.2 | -6.2 | 1.6
Cc1cccc(NC(=O)CCN2C(=O)c3ccccc3C2=O)c1 | x | -7.1 | -2.2 | -0.7 | 0.7 | 0.4 | -17.6 | 0.0 | 3.4 | 7.4
O=[N+]([O-])c1ccc(S(=O)(=O)N2CCN(Cc3ccco3)CC2)cc1 | -4.3 | -2.9 | 4.7 | -0.8 | 0.6 | 1.6 | -1.8 | 10.2 | 12.2 | -17.5
O=C(c1cc(-c2ccccn2)nc2c(Cl)cccc12)N1CCN(S(=O)(=O)c2ccccc2)CC1 | -10.0 | -3.4 | -5.0 | 0.7 | -0.6 | x | 23.7 | -0.7 | 3.4 | 13.0
CCc1nnc(NC(=O)CCS(=O)(=O)Cc2ccccc2)s1 | -2.7 | -4.9 | 4.0 | 5.6 | 1.4 | -2.1 | -0.2 | -10.1 | -2.3 | 2.5
O=C(CCc1c[nH]c2ccccc12)Nc1ncccc1O | 0.2 | -1.8 | 0.9 | -1.6 | -0.4 | 5.3 | -11.2 | 0.9 | -15.9 | -5.8
Cc1ccc(S(=O)(=O)N2CCN(c3ccccc3)CC2)cc1C | x | -4.7 | 4.7 | 2.1 | -1.3 | -1.0 | 2.6 | 11.0 | 0.1 | -17.8
Cc1cccc(NC(=O)C2c3ccccc3C(=O)N3CCc4ccccc4C23)n1 (centres undefined) | 13.8 | -3.8 | 3.8 | -0.3 | -1.3 | x | 6.2 | 6.3 | -7.2 | -12.3

By substructure: those above with an aryl thioether with sulfur outside any ring (two)
SMILES | MITF act | dFosB activator | HTR5A ag | V-ATPase pHluor | CDK5 inh | Wnt act | SR-BI HDL uptake | NSD2 HMT inh | PvdQ inh | HTR5A inv ag
O=C(CSc1nnc(CNC(=O)c2ccccc2F)o1)NCCc1ccccc1 | 3.1 | -10.2 | -2.0 | 0.6 | 2.0 | -1.9&-1.0 | -11.6 | -1.8 | -13.6 | -3.2
CSc1cccc(NC(=O)CN(Cc2ccc(Cl)cc2)S(C)(=O)=O)c1 | -9.4 | -1.5 | 1.7 | 3.3 | -0.4 | x | -4.0 | -8.8 | -6.8 | -5.6
